Compound activity from PubChem BioAssay.
Growth percent in the NCI-60 one-dose screen (48 h, 10 µM unless noted): 100 = growth as untreated, 0 = no growth, -100 = all killed.
DU-145 = DU-145 prostate cancer | 4.2% of 81,000 active
SF-295 = SF-295 CNS cancer cells; AID 1794758; 5.6% of 79,000 active
SN12C = SN12C renal cancer cells | AID 1794767 | 3.8% of 81,000 active
SF-539 = SF-539 CNS cancer; 6.8% of 81,000 active
PC-3 = PC-3 prostate cancer cells | 3.9% of 80,000 active | AID 1794754
786-0 = 786-0 renal cancer cells; 5.1% of 81,000 active; AID 1794775
UO-31 = UO-31 renal cancer | 5.2% of 81,000 active
U251 = U251 CNS tumor cells. 5.4% of 80,000 active. AID 1794753
SF-268 = SF-268 CNS cancer cells; AID 1794759; 3.1% of 82,000 active
Numbers without * were called inactive; x = not tested or not shown; & = joins results of further samples. The calls were made as follows: active = growth percent below 10; inactive = the rest.

SMILES	DU-145	SF-295	SN12C	SF-539	PC-3	786-0	UO-31	U251	SF-268
C[C@@H]1O[C@@H](OC[C@H]2OC(Oc3c(-c4ccc(O)c(O)c4)oc4cc(O)cc(O)c4c3=O)[C@H](O)[C@@H](O)[C@@H]2O)[C@H](O)[C@H](O)[C@H]1O (stereo partly specified)	112	101	93	106	83	99	78	111	105
COc1ccc(OC)c(/C=C2/C=C(c3ccccc3)N(CCc3ccc(S(N)(=O)=O)cc3)C2=O)c1	104	93	98	105	55	92	73	91	94
Nc1nc2c(nc(N3CCSCC3)n2[C@@H]2O[C@H](CO)[C@@H](O)[C@H]2O)c(=O)[nH]1	104	x	99	98	100	101	84	102	90
O=C(CCCCCCN1CC(=O)N2[C@@H](c3ccc([N+](=O)[O-])cc3)c3[nH]c4ccccc4c3C[C@H]2C1=O)NO	105	99	96	85	88	114	64	84	113
Cc1ccc(S(=O)(=O)Nc2ccc(C(=O)CC3(O)C(=O)Nc4ccc(F)cc43)cc2)cc1 (stereo unspecified)	110	95	98	96	85	108	74	85	112
Cc1ccc(Cc2c[nH]c(=S)[nH]c2=O)cc1	120	115	97	91	93	93	86	91	106
CN1C(=O)/C(=C/c2ccc(C(=O)O)cc2)S/C1=N/c1nccs1	105	107	99	90	92	86	88	104	97
N#C/C(C(=O)c1ccccc1)=C1/C(=O)Nc2ccccc21	105	98	93	97	98	6.6*	73	103	96
COc1cc2c(cc1OCCCCCn1c3ccccc3c3ccccc31)N=C[C@@H]1CCCN1C2=O	-53*	12	-55*	-86*	-42*	-93*	-76*	-58*	-60*
COc1ccc(/C=C2\SC(=S)NC2=O)cc1	106	90	85	84	66	96	47	88	105
CCOc1ccc2nc(N(Cc3ccc4c(c3)OCO4)C(C)=O)sc2c1	109	100	101	99	98	100	92	100	95
COc1cccc(N2CCC(=O)NC2=S)c1	115	101	101	93	100	101	83	105	101
O=C(OC[C@@]1(O)C(=O)C=C[C@H]2[C@@H]1[C@H]1C=C[C@@H]2C(=O)[C@]1(O)COC(=O)c1ccccc1)c1ccccc1	116	109	94	99	96	102	89	97	109
COc1ccc(N2C(=O)C(c3ccccc3)(c3ccccc3)C2c2ccccc2OC(=O)C(c2ccccc2)c2ccccc2)cc1 (stereo unspecified)	105	110	98	99	85	84	91	91	111
COc1ccc(/C=C2\C(=O)N=C3N2NC(c2cc(Br)ccc2O)C=C(C)N3c2ccccc2)cc1 (stereo unspecified)	104	101	98	100	92	101	82	94	100
N#Cc1c(-c2ccc(F)cc2)nc(NN2C(=O)c3ccccc3C2=O)nc1N1CCOCC1	104	105	97	104	94	98	87	97	92
CCn1cc(C(=O)O)c(=O)c2cc(F)c(N3CCN(C(=O)c4ccc(Br)cc4)C(C)C3)c(F)c21 (stereo unspecified)	102	93	99	90	94	99	79	105	93
NCCCC[C@H](NC(=O)[C@@H]1CCCN1C(=O)Cc1cccc2ccccc12)C(=O)N[C@@H](CCCN=C(N)N)C(=O)NCCOCC(N)=O	101	97	98	97	96	95	83	98	94
Cc1nn(-c2ccccc2)c(N)c1N=C1NC(=O)/C(=C/c2cn(-c3ccccc3)nc2-c2ccc(Cl)cc2)S1	108	104	97	97	99	37	84	93	106
Nc1ccc(/C=C/c2ccc(N)cc2S(=O)(=O)O)c(S(=O)(=O)O)c1	109	100	104	x	100	96	90	100	100
CCCN(CCOC(=O)c1ccc([N+](=O)[O-])cc1)CCOC(=O)c1ccc([N+](=O)[O-])cc1	x	107	104	97	91	103	76	107	101
Oc1ccccc1O	106	136	84	84	87	x	x	83	87
N#Cc1c(NC(=O)CN(Cc2ccccc2)Cc2ccccc2)sc2c1CCCCC2	107	105	88	90	95	98	89	97	97
COc1nc(N)c(NS(=O)(=O)c2cc(C(C)=O)ccc2OC)c(=O)[nH]1	106	94	94	102	77	97	84	99	100
CCCCN(CCCC)CCCN1C(=O)c2ccccc2C1=O	115	107	109	98	100	99	88	101	107
CCOC(=O)c1c(C)[nH]c(C(C)=O)c1C	98	99	117	102	77	84	89	100	93
CCn1c(Cn2nc(Cc3ccc([N+](=O)[O-])cc3)c3onc(C)c3c2=O)n[nH]c1=S	108	107	97	96	95	92	96	97	100
Cc1ccc(-c2nnc(SCc3cc(=O)oc4c3ccc3ccccc34)n2-c2ccccc2)cc1	97	99	x	97	71	x	75	101	91
O=C1CC(C(F)(F)F)Cc2nc3ccc(Cl)cc3cc21 (stereo unspecified)	95	x	92	91	72	102	73	80	84
CCOC(=O)c1cc(C(=O)c2ccc(Br)cc2)n2ccc(-c3ccccn3)cc12	112	102	103	100	100	73	86	102	98
Cc1cc([N+](=O)[O-])c2ccccc2c1N	105	95	97	100	78	102	54	82	93
O=C(CSC(=S)n1cnnc1)NC(=O)c1ccccc1	105	106	103	100	102	104	88	116	99
COS(=O)(=O)c1ccc(Br)cc1	102	107	94	102	93	111	86	89	85
COc1cccc(NC(=O)OC(C)C)c1	103	108	99	106	93	104	82	95	108
CSc1ccc(/C(=N/NC(N)=S)c2ccc(F)cc2)cc1	98	88	87	98	96	98	57	100	84
COC(=O)c1ccc(CSc2ccccc2NC(=S)Nc2cccc(SC)c2)o1	106	101	97	107	97	97	81	92	93
C1CN=C2CCCN2C1	109	91	110	91	106	114	99	104	95
COc1cc2c(cc1OC)C(=O)OC2	109	102	100	97	125	114	101	106	100
COc1ccc(-c2csc3c2-n2cccc2C3=O)cc1O	-24*	-32*	30	16	17	1.7*	32	4.9*	13
Cc1cn(-c2cc(NC(=O)c3ccc(C)c(Nc4nccc(-c5cnccn5)n4)c3)cc(C(F)(F)F)c2)cn1	82	94	57	98	60	98	63	40	65
COc1cc(/C=C2\Oc3cc(C)c(Cl)cc3C2=O)ccc1O	107	104	107	104	92	100	73	100	100
CC(C)N1C(=O)C(C2SC(=S)N(C(C)C)C2=O)SC1=S (stereo unspecified)	95	102	99	87	100	x	87	90	91
O=S(=O)(NCCNc1nccc(-c2c(-c3ccc(F)c(O)c3)nc3occn23)n1)c1ccc(Cl)cc1	91	97	81	102	80	109	82	94	81
CC(=O)CC(C)C1CCC(C)CC1 (stereo unspecified)	102	113	99	100	89	93	79	93	91
CCn1cc(C(=O)O)c(=O)c2cc(F)c(N3CCN(C(=O)CSc4nc(-c5ccc(OC)cc5)c(C#N)c(=O)[nH]4)CC3)cc21	114	106	97	100	95	103	91	95	101
CCC(/C=N/N=C(N)N)OC (stereo unspecified)	110	101	102	102	93	93	87	104	105
CN(C)c1cccc2c(S(=O)(=O)/N=C(\N)Nc3nc4ccccc4s3)cccc12	96	34	88	52	48	78	57	55	70
Cc1[nH]c(-c2nc3ccccc3[nH]2)c(C)c1C(=O)NNc1ccccc1	107	96	98	98	100	100	77	105	106
O=C1C(C2SC(=S)N(C3CCCC3)C2=O)SC(=S)N1C1CCCC1 (stereo unspecified)	104	107	96	99	97	105	90	94	100
CN1C(=O)N(C)C2NC(N=Nc3c(O)[nH]c4ccccc34)=NC21 (stereo unspecified)	112	103	94	99	99	98	83	107	97
Oc1ccccc1/C=N/N=C/c1c(O)ccc2ccccc12	97	98	85	97	84	107	43	93	93
O=C(O)c1cn(C2CC2)c2cc(N3CCN(Cn4nc(-c5cccnc5)n(-c5ccccc5)c4=S)CC3)c(F)cc2c1=O	106	95	101	104	96	99	90	91	100
COc1ccc(/C=C(/C)CO)cc1	106	102	109	100	79	99	92	93	101
Nc1c(C(=O)c2ccc(Cl)cc2)sc2nc(-c3cc4ccccc4o3)cc(-c3ccc(Cl)cc3)c12	100	x	79	117	60	107	79	94	93
CCOC(=O)Nc1ccc(NC(=O)OCC)cc1	109	95	108	103	100	94	103	99	100
CCOC(=O)c1c(-c2ccc(OC)cc2OC)c(C#N)c(=O)n(Cc2nc3ccccc3[nH]2)c1N	113	107	98	98	98	106	66	99	105
C=C(C)[C@@H]1CC[C@]2(C(=O)Nc3ccccn3)CC[C@]3(C)[C@H](CC[C@@H]4[C@@](C)(CCC#N)[C@H](C(=C)C)CC[C@]43C)[C@@H]12	99	99	78	88	52	91	65	81	82
Nc1cc(Cl)ccc1S	105	100	113	97	93	103	79	94	100
N#CCN1CCCCCC1	111	101	104	95	98	97	91	98	102
Cc1nn(-c2ccccc2)c(N2CCCCC2)c1/C=N/NC(=O)Cn1c(=O)sc2ccccc21	96	57	85	92	62	97	48	73	79

Next entries.
SMILES	DU-145	SF-295	SN12C	SF-539	PC-3	786-0	UO-31	U251	SF-268
C=CCn1c(C)nc2cc(Nc3nc(N)c4ccccc4n3)ccc21	108	x	104	102	96	102	68	x	105
Cc1ccc(NC(=O)CNCC(C)C)cc1Cl	103	96	100	98	80	87	95	92	95
CCC(=O)c1c(C)cc(C)c(C(=O)CC)c1C	113	97	100	104	86	89	85	97	105
COc1ccc(Nc2ncccc2C(=O)NCc2cn(Cc3cccc(Oc4ccccc4)c3)nn2)c(OC)c1	4.0*	7.7*	34	5.9*	44	34	48	30	37
NS(=O)(=O)c1ccc(-n2cc(COc3ccc(/C=C4/SC(=S)NC4=O)cc3)nn2)cc1	111	103	101	97	101	100	84	106	97
CC(C)(CCC(=O)O)CCC(=O)O	107	96	99	x	98	99	96	95	101
Cc1cc(C)c(N2C(=O)CC(Nc3cccc(Cl)c3Cl)C2=O)c(C)c1 (stereo unspecified)	120	98	99	97	98	98	76	96	113
CCOC(=O)Nc1cc(-c2ccc(C)c(NS(C)(=O)=O)c2)nn2c(C)nnc12	44	-21*	32	17	24	35	-1.2*	x	42
O=C(Nc1ccc(C(=O)CSc2nc3ccccc3[nH]2)cc1)Nc1ccc([N+](=O)[O-])cc1	81	81	82	77	67	86	79	94	72
CC(Cc1cccc2ccccc12)C(C)(C(=O)Oc1ccccc1)C(=O)Oc1ccccc1 (stereo unspecified)	105	101	95	102	78	98	78	91	93
NC(=O)c1cnccn1	114	105	108	x	98	100	97	103	105
O=C(CSc1nnnn1-c1ccccc1)c1cc2ccccc2oc1=O	113	99	88	x	90	101	72	83	94
O=S(=O)(Cl)c1cc(Cl)ccc1Cl	106	101	106	100	97	107	91	103	101
CCCCCCCCCC(=O)Oc1ccc(/C(=C(/C)Cc2cccc(OC)c2)c2ccc(OCCCN(C)C)cc2)cc1	97	95	93	95	91	89	87	86	87
O=c1ssc2ncccc12	92	98	91	95	80	99	x	92	x
CCc1c(Cl)c(C)c(Cl)c(O)c1Cl	101	114	99	92	95	97	82	93	105
CC(=O)Oc1nc2[nH]c(=O)sc2c(C)c1Cc1ccccc1	98	105	102	98	94	107	81	95	89
CC(=O)OCC1OC(Oc2ccc(C(=O)C(=O)N3CCCC3)cc2)C(OC(C)=O)C(OC(C)=O)C1OC(C)=O (stereo unspecified)	96	100&106	93&105	104&104	98&84	97&99	115&88	101&100	101
CCCCCCCCCCCCC(CN(C)C)C(=O)c1ccccc1 (stereo unspecified)	72	86	73	89	64	88	39	61	74
C=C(C)[C@@H]1CC[C@]2(C(=O)OC)CC[C@]3(C)[C@H](CC[C@@H]4[C@@]5(C)C/C(=C/c6ccco6)C(=O)C(C)(C)[C@@H]5CC[C@]43C)[C@@H]12	103	104	100	95	82	95	68	94	98
[O-][n+]1ccccc1CCc1cccc[n+]1[O-]	108	105	103	101	96	100	90	102	105
Cn1cc(-c2csc(-c3cn(C)c4ncccc34)n2)c2cc(F)cnc21	x	70	89	101	65	91	99	82	95
O=C1/C(=C\c2ccc3ccccc3c2)Sc2ccc(Cl)cc21	110	108	94	95	89	100	59	101	97
CNC(=O)c1cc(Oc2cccc3nc(NC(=O)Nc4cc(C(F)(F)F)cc(C(F)(F)F)c4)ccc23)ccn1	45	30	12	39	53	-36*	12	-35*	36
COC(=O)c1cccc(NC(=O)c2nnn(-c3ccc(C)cc3)c2C)c1	95	x	85	100	65	84	85	93	105
Cc1cc(SCC(=O)c2ccccc2)cc(C)[o+]1	113	107	95	94	101	x	x	90	106
Cc1[nH]c(C(=O)Nc2ccc(C(=O)NCCN)cc2OC(C)C)c(Cl)c1Cl	34	90	48	-22*	45	44	57	-21*	68
CC(O)CCC(C)O (stereo unspecified)	113	x	101	93	98	97	86	94	113

Sorted by length of the SMILES (largest number first): some entries from above
SMILES	DU-145	SF-295	SN12C	SF-539	PC-3	786-0	UO-31	U251	SF-268
C=C(C)[C@@H]1CC[C@]2(C(=O)OC)CC[C@]3(C)[C@H](CC[C@@H]4[C@@]5(C)C/C(=C/c6ccco6)C(=O)C(C)(C)[C@@H]5CC[C@]43C)[C@@H]12	103	104	100	95	82	95	68	94	98
Cc1[nH]c(C(=O)Nc2ccc(C(=O)NCCN)cc2OC(C)C)c(Cl)c1Cl	34	90	48	-22*	45	44	57	-21*	68
Cn1cc(-c2csc(-c3cn(C)c4ncccc34)n2)c2cc(F)cnc21	x	70	89	101	65	91	99	82	95
COC(=O)c1cccc(NC(=O)c2nnn(-c3ccc(C)cc3)c2C)c1	95	x	85	100	65	84	85	93	105
CCCCCCCCCCCCC(CN(C)C)C(=O)c1ccccc1 (stereo unspecified)	72	86	73	89	64	88	39	61	74
Cc1cc(SCC(=O)c2ccccc2)cc(C)[o+]1	113	107	95	94	101	x	x	90	106

Molecules above that have bromine (four):
SMILES	DU-145	SF-295	SN12C	SF-539	PC-3	786-0	UO-31	U251	SF-268
COc1ccc(/C=C2\C(=O)N=C3N2NC(c2cc(Br)ccc2O)C=C(C)N3c2ccccc2)cc1 (stereo unspecified)	104	101	98	100	92	101	82	94	100
CCn1cc(C(=O)O)c(=O)c2cc(F)c(N3CCN(C(=O)c4ccc(Br)cc4)C(C)C3)c(F)c21 (stereo unspecified)	102	93	99	90	94	99	79	105	93
CCOC(=O)c1cc(C(=O)c2ccc(Br)cc2)n2ccc(-c3ccccn3)cc12	112	102	103	100	100	73	86	102	98
COS(=O)(=O)c1ccc(Br)cc1	102	107	94	102	93	111	86	89	85
